FEN1 inhibitor: blocks human flap endonuclease 1; P39748; Recombinant FEN1 flap cleavage, fluorescence, 15 min; Potency, µM (doses to about 114 µM), without a hit: at the top dose activity change, negative = inhibition, most hits filed as inhibitors; 390,000 tested, 0.35% active; note: nearly all actives have a fitted effect of over 65% in size
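Read-out was taken twice, immediately and after 15 min, following addition of 50 nM substrate to 10 nM FEN1 that had sat with test compound for 15 min at room temperature. Curves came from a four-parameter Hill model.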
N370S GC: N370S glucocerebrosidase modulation, Gaucher chaperone candidate | P04062 | N370S GC spleen homogenate, 4MU-glucoside fluorescence | Potency, µM (doses to about 59.4 µM), inactives show at the highest dose activity change, negative = inhibition, usual class: inhibitors | 330,000 tested, 0.092% active | AID 2101;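 note: 0% = full enzyme activity and -100% = no enzyme basal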
KAT2A inh: blocks human GCN5L2 histone acetyltransferase | GCN5L2 HAT assay, ThioGlo1 CoA-SH fluorescence | Potency, µM (doses to about 58.9 µM), inactives show at the top dose activity change, negative = inhibition, usual class: inhibitors | 390,000 tested, 0.21% active
Target sequence (Q92830 whole entry, looked up): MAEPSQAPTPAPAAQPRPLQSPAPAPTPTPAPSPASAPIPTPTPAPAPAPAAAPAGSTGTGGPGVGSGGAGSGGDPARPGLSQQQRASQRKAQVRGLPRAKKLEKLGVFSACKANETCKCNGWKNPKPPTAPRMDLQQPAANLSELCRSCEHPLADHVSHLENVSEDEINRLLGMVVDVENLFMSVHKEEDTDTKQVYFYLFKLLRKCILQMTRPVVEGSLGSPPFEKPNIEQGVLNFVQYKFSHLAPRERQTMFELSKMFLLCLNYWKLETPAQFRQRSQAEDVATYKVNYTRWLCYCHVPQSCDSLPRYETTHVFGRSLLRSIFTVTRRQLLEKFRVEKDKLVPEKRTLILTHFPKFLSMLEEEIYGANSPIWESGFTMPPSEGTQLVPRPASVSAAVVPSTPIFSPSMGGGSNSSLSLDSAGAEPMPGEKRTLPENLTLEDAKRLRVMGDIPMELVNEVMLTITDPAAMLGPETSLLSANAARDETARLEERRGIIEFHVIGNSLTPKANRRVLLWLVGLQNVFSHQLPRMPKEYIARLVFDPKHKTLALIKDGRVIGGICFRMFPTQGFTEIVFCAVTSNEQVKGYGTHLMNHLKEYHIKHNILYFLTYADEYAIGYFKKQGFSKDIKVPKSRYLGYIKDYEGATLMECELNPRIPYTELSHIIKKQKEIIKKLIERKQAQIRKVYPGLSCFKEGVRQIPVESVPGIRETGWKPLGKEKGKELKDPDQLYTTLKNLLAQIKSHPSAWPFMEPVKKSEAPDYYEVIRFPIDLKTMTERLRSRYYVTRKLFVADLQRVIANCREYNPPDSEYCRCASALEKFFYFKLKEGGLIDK
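qHTS, 1536-well. 20nM enzyme, pH 7.5 HEPES/EDTA/Tween-20 buffer; 15 min compound preinc., RT. Start: 75uM H3(1-25), 70uM AcCoA, 50uM ThioGlo1. Read Ex340/Em540 at t=0 (autofluorescence flag) and t=20 min.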
Starred values were filed as active, the others as inactive; ? = inconclusive; · = no result given; & = joins results of further samples; [ ] = remark or other dose. Calls come from the whole dose curve; as a rule, active = well fitted curve in the direction sought with a large enough effect; inconclusive = small, poorly fitted or top-dose-only effect, or another doubt; inactive = no such curve, though single readings can be large; an effect the other way counts as inactive or inconclusive. Unless noted, % is set by controls: 0 for no effect and ±100 for the full control effect; potency is the fitted concentration of half-maximal effect.

SMILES | FEN1 inhibitor | N370S GC | KAT2A inh
Cc1noc(/C=C/N(C)C)c1S(=O)(=O)N(C)Cc1ccc(F)cc1 | 8.7% | -6.0% | -8.1%
COC(CNC(=O)C1CCC(CNS(=O)(=O)c2c(C)cc(C)cc2C)CC1)OC (stereo not drawn) | 1.6% | -11.6% | -0.9%
C=CCn1c(SCC(=O)NC(=O)NCCC)nnc1C1CCCCC1 | 1.8% | 3.5% | -3.0%
COc1cc(C(=O)Nc2c(C(=O)Nc3ccccc3F)oc3ccccc23)cc(OC)c1OC | -9.3% | · | -1.8%
COc1ccc(CCNC(=O)c2ccccc2-c2ccccc2C(=O)O)cc1OC | 7.4% | -12.8% | -3.9%
O=C(O)c1ccccc1-c1ccccc1C(=O)Nc1ccccc1Br | 21.8% | ? | 3.4%
O=C(/C=C/c1ccco1)NCC(=O)N/N=C/c1ccccc1[N+](=O)[O-] | -15.0% | 5.7% | -7.3%
CCOc1ccc(-c2cccc(NC(=O)c3ccco3)c2)nn1 | -2.1% | -14.1% | -2.9%
COC(=O)c1sccc1N/N=C/c1ccc(OC)c(OC)c1OC | -20.2% | 3.9% | -7.3%
Cc1cccc(OCc2nc(C#N)c(N3CC(C)CC(C)C3)o2)c1 (stereo not drawn) | 1.8% | 16.9% | -9.8%
Cc1ccc(NC(=O)COC(=O)c2nn(C)cc2Cl)cc1 | 1.3% | 1.6% | -1.4%
COc1ccc2c(c1)cc1n2CCN2CCCN=C12 | -1.1% | 5.2% | -18.1%
Cc1cc(S(=O)(=O)N2CCCC(N(C)CCc3ccccn3)C2)c(C)cc1Cl (stereo not drawn) | 11.4% | -24.5% | -1.7%
CC(C)C(=O)N1CCN(CCN=CC2=C(O)CC(c3ccco3)CC2=O)CC1 (stereo not drawn) | 24.9%&7.2% | -22.9% | -13.0%
CC(C)Cc1ccc(S(=O)(=O)Nc2ccccn2)cc1 | -6.2% | 6.5% | -7.0%
Cc1cccc(NC(=O)CSc2nnc(-c3ccccc3Br)o2)c1C | 14.1% | 18.4% | -15.9%
O=C(NCCc1ccccc1)C1CCN(Cc2ccccc2F)CC1 | -0.2% | -14.1% | -0.8%
COc1ccc(OC)c2sc(N3CCN(C(=O)c4ccco4)CC3)nc12 | -20.1% | · | 1.7%
Cc1nnc(SCC(=O)N(CC(C)C)c2c(N)n(CC(C)C)c(=O)[nH]c2=O)n1-c1ccccc1 | 10.1% | 8.0% | -7.2%
Cc1c(C)n(CCCN(C)C)c2ncnc(NC3CCCCC3)c12 | 12.1% | -6.4% | -2.6%
COCCCN1CN(Cc2ccccc2)CNC1=S | 5.3% | 7.5% | 5.5%
CCc1ccc(C(C)NC(=O)c2cc(C)oc2C)cc1 (stereo not drawn) | -14.8% | 2.4% | -5.4%
COc1cc(NC(=O)Cn2cnc(S(=O)(=O)N3CCCC3)c2)cc(OC)c1OC | -12.3%&2.4% | -1.2% | 0.7%&15.7%
O=S(=O)(NCCc1csc2nc(-c3ccc(Cl)cc3)nn12)c1cccs1 | -17.6% | · | -13.0%
O=C(NNc1c(Cl)cc(Cl)cc1Cl)C1CCC1 | 3.4% | -0.2% | 1.4%
CCSc1nc(=O)n(-c2ccccc2)c(C)c1C(C)=S | -1.2% | -2.9% | -1.5%
COCCCNC(=O)C(C)N1c2cccc3cccc(c23)S1(=O)=O (stereo not drawn) | -0.5% | -18.1% | 6.8%
COc1ccc(OCC(=O)NNC(=O)Cn2c(=O)cnc3ccccc32)cc1 | 0.1% | -1.2% | 8.1%
O=S(=O)(c1ccc2c(c1)OCCO2)N1CCC(c2nc3ccccc3s2)CC1 | -4.4% | -3.3%[2.35 µM] | -3.5%
CCOc1nc(Nc2ccc(OC)cc2)nc(N2CCOCC2)n1 | -15.4% | -0.7% | 6.6%
CN(C)S(=O)(=O)NC(c1ccccc1)c1ccccc1 | -0.5% | 5.5% | 0.6%
O=Cc1ccc2oc3nc4n(c(=O)c3c(=O)c2c1)CCCS4 | 50.1µM* | 3.5% | ?
Cc1oc(-c2ccc(Cl)cc2)nc1CN1CCC(C(=O)NCCCN2CCN(c3cccc(Cl)c3)CC2)CC1 | -1.0% | · | -1.5%
N#Cc1cccc(-n2nnnc2-c2ccccn2)c1 | -8.4% | -6.4% | -15.8%
O=C(O)CC1SC(=Nc2cccc(O)c2)NC1=O (stereo not drawn) | -7.4% | 5.3% | 0.7%
Cc1c(Br)c([N+](=O)[O-])nn1C(C)C(=O)NCc1cccnc1 (stereo not drawn) | 6.6% | 7.7% | -1.5%
CC(C)NCCOCCOc1ccccc1F | -1.4% | -3.5% | -4.4%
O=c1cc(-c2ccccc2)oc2ccc(Br)cc12 | 2.3% | · | -2.7%
NC(=O)c1ccc(NC(=O)CSc2nnc(C3CC3)n2C2CC2)cc1 | -9.9% | · | -1.9%
Cc1nnc(SCc2ccc(Cl)cc2)c2cc3occc3n12 | ? | · | -4.0%
COc1ccc(C(CNC(=O)c2ccc(C)c(S(=O)(=O)N3CCCCC3)c2)N(C)C)cc1OC (stereo not drawn) | 19.6% | 8.3% | -5.4%
CC(=O)N1CCCc2cc(S(=O)(=O)N3CCCC(C(=O)N4CCN(c5ccccc5F)CC4)C3)ccc21 (stereo not drawn) | -11.0% | · | -9.8%
CNC(=O)[C@]1(C(F)(F)F)C[C@H](CCc2ccccc2)CCCO1 | 0.1% | 1.9% | ·
CC(=O)c1ccc(NC(=O)C(C)n2c3ccccc3c3nc(=O)cc(C)n32)cc1 (stereo not drawn) | -10.6% | 7.1% | ?
N=C1S/C(=C\c2ccc(O)cc2)C(=O)N1c1ccc(F)cc1 | ? | -7.2% | ?
Cc1cc(N)n2nc(C)c(-c3ccccc3)c2n1 | -13.5% | 10.5% | 21.5%
Cc1ccc(S(=O)(=O)N2CCOCC2)cc1NC(=O)CNc1ccccc1N1CCCC1=O | 0.5% | -2.5% | 4.6%
Cn1c(SCC(=O)N/N=C/c2cc([N+](=O)[O-])ccc2O)nnc1-c1ccccc1 | -1.9% | -14.0% | -9.6%
Cc1ccc(CNCc2c(C(=O)O)n(Cc3ccc(C)cc3)c3cc(C)ccc23)cc1 | 3.4% | · | -8.1%
O=C(C1CCCO1)N1CCN(c2ccc(F)cc2)CC1 (stereo not drawn) | 3.5% | 1.6% | -1.2%
COc1cccc(CN2CC(C(=O)NCCc3ccc(C)s3)CCC2=O)c1 (stereo not drawn) | 1.3% | -2.2% | -14.7%
COc1cc(O)ccc1C(=O)CCc1ccc(O)cc1 | -3.1% | ? | -3.1%
O=C(NNS(=O)(=O)c1ccc(Br)cc1)c1ccccc1-n1cccc1 | 10.9% | -17.3% | -2.3%
COc1cccc(CNS(=O)(=O)c2ccc3c(c2)oc(=O)n3C)c1 | -0.8% | 0.8% | -1.6%
COC(=O)C1=C(C)NC(C)=C(C(=O)OC)C1c1cn(-c2ccccc2)nc1-c1ccco1 | ? | 9.7% | -8.9%
O=C(Nc1ccc(-c2nc3cc(NC(=O)c4ccc(Cl)cc4)ccc3o2)cc1)c1ccc(Cl)cc1 | 18.6% | · | -10.1%
COc1ccccc1Nc1nc(=O)[nH]nc1C | 14.9% | -12.0% | -11.7%
Cn1ncc2c(Nc3ccc(Br)cc3)nc(Nc3ccc(Br)cc3)nc21 | -8.5% | ? | -7.8%
CCOC(=O)C1=C(c2ccccc2)NC(SCC)=C(C#N)C1c1cccnc1 (stereo not drawn) | 4.0% | 1.5% | 1.4%
CC(=O)Nc1ccc(OCCOc2ccc(NC(C)=O)cc2)cc1 | 34.2%[activator] | 5.0% | -4.7%

Sorted by SMILES length (largest number first): part of the list above.
SMILES | FEN1 inhibitor | N370S GC | KAT2A inh
COc1ccc(C(CNC(=O)c2ccc(C)c(S(=O)(=O)N3CCCCC3)c2)N(C)C)cc1OC (stereo not drawn) | 19.6% | 8.3% | -5.4%
COC(CNC(=O)C1CCC(CNS(=O)(=O)c2c(C)cc(C)cc2C)CC1)OC (stereo not drawn) | 1.6% | -11.6% | -0.9%
Cc1noc(/C=C/N(C)C)c1S(=O)(=O)N(C)Cc1ccc(F)cc1 | 8.7% | -6.0% | -8.1%
Cc1ccc(NC(=O)COC(=O)c2nn(C)cc2Cl)cc1 | 1.3% | 1.6% | -1.4%

Part of the list above with just FEN1 inhibitor and KAT2A inh.
| SMILES | FEN1 inhibitor | KAT2A inh |
| --- | --- | --- |
| COc1cc(C(=O)Nc2c(C(=O)Nc3ccccc3F)oc3ccccc23)cc(OC)c1OC | -9.3% | -1.8% |
| COC(CNC(=O)C1CCC(CNS(=O)(=O)c2c(C)cc(C)cc2C)CC1)OC (stereo not drawn) | 1.6% | -0.9% |
| CNC(=O)[C@]1(C(F)(F)F)C[C@H](CCc2ccccc2)CCCO1 | 0.1% | · |
| CC(=O)Nc1ccc(OCCOc2ccc(NC(C)=O)cc2)cc1 | 34.2%[activator] | -4.7% |
| COc1ccc(OC)c2sc(N3CCN(C(=O)c4ccco4)CC3)nc12 | -20.1% | 1.7% |
| Cc1ccc(NC(=O)COC(=O)c2nn(C)cc2Cl)cc1 | 1.3% | -1.4% |

Single records (already shown). Values in the order: FEN1 inhibitor | N370S GC | KAT2A inh
CNC(=O)[C@]1(C(F)(F)F)C[C@H](CCc2ccccc2)CCCO1 is listed as 0.1% | 1.9% | ·
COc1ccccc1Nc1nc(=O)[nH]nc1C is listed as 14.9% | -12.0% | -11.7%
COC(=O)C1=C(C)NC(C)=C(C(=O)OC)C1c1cn(-c2ccccc2)nc1-c1ccco1 is listed as ? | 9.7% | -8.9%
COc1cc(NC(=O)Cn2cnc(S(=O)(=O)N3CCCC3)c2)cc(OC)c1OC is listed as -12.3%&2.4% | -1.2% | 0.7%&15.7%

Additional entries follow.
SMILES | FEN1 inhibitor | N370S GC | KAT2A inh
Clc1ccc(Cn2cccc2C2=NCCO2)cc1 | -14.3% | -2.5% | -7.3%
CC(=O)Nc1ccc(S(=O)(=O)N2CCN(S(=O)(=O)c3ccccc3)CC2)cc1 | 2.6% | -3.3% | 0.8%
CCOCCCNc1nc(C)nc2c1nnn2Cc1c(F)cccc1Cl | 0.7% | -2.8% | -15.8%
CC(C)(C)NC(=O)NC(=O)CN1CCN(c2cccc(Cl)c2)CC1 | -3.8% | 9.7% | -1.4%
Cc1ccc(NC(=O)c2ccc(NC(=O)N3CCSc4nc(C)cc(C)c43)cc2)c(Cl)c1 | 12.2% | · | 1.4%
COC(=O)c1cccc(NC(=S)NCc2ccc(Cl)cc2)c1 | 2.0% | 3.0% | -1.5%
CSCCC(NC(=O)c1ccccc1)C(=O)N1CCCCCCC1 (stereo not drawn) | 17.7% | · | 2.7%
Cc1ccc(N2CCN(C(=O)c3c4c(nc5ccccc35)C(=O)N(C3CCCCC3)C4)CC2)c(C)c1 | 16.0% | · | -1.2%
COc1ccc(NC(C)=O)cc1NC(=O)CSc1nnc(C2CCCCC2)n1N | 0.5% | -8.9% | -24.9%
Cc1sc2nc(SCC(=O)NCc3ccco3)n(CCc3ccccc3)c(=O)c2c1C | -1.6% | 8.9% | 0.5%
O=C(Cc1ccccc1)Nc1sc2c(c1C(=O)Nc1ccccc1Cl)CCC2 | -4.6% | · | 0.0%
CCC(=O)N1CCc2cc(S(=O)(=O)CCC(=O)NCCc3ccc(OC)c(OC)c3)ccc21 | -11.9% | 0.6% | -20.0%
CS(=O)(=O)N1CCN(C(=O)c2csc3ccccc23)CC1 | 1.3% | 2.4% | 0.4%
O=C(c1ccc2oc(CCc3ccccc3)nc2c1)N1CCC(O)CC1 | -10.3% | -1.1% | -2.0%
COC(=O)c1ccc(COC(=O)C2CC(O)CN2S(=O)(=O)c2ccc([N+](=O)[O-])cc2)cc1 (stereo not drawn) | -9.1% | · | -2.4%
CC(C)c1ccc(/C=C(\C#N)c2nc(-c3cc4ccccc4oc3=O)cs2)cc1 | 12.1% | · | -7.2%
